LYPLA1 counter – blocks human lysophospholipase 1, a PME1 counter-screen. inhibition, % at 5.9 µM. recombinant LYPLA1, FP-Rh probe fluorescence polarization. AID 2174. actives 0.16% (n = 320,000);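 active = inhibition above the mean of all tested compounds plus 3 SD, set per campaign, cut at about 14% in these data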;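 note: inhibitors block serine hydrolase probe labeling of LYPLA1 so polarization falls; 0% = enzyme with DMSO and 100% = wells lacking LYPLA1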
Target sequence (O75608 whole entry, looked up): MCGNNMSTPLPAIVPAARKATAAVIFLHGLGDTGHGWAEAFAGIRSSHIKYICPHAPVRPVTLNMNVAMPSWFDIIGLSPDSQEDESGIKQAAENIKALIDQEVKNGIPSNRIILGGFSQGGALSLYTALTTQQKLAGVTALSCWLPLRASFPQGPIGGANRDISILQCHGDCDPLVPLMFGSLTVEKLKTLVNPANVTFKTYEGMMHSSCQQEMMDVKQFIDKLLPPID
GSTO1 counter – counter-screen for RBBP9 inhibitors: inhibitors of human GSTO1 | AID 1974 | inhibition, % at 5.96 µM | recombinant GSTO1, activity-based probe fluorescence polarization | actives 1.1% (n = 300,000) | P78417;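 active = inhibition above the campaign mean inhibition plus 3 SD, cut at about 35% in these data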;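 note: 0% = GSTO1-1 with DMSO and 100% = wells lacking GSTO1-1 enzyme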
LYPLA2 inh – counter-screen for PME1 inhibitors: inhibitors of human LYPLA2; actives 0.38% (n = 320,000); inhibition, % at 5.9 µM; AID 2177; recombinant LYPLA2, FP-Rh probe fluorescence polarization;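 active = inhibition above the screen-wide mean plus 3 SD, limit set per campaign, cut at about 26% in these data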;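 note: 0% = LYPLA2 with DMSO and 100% = wells lacking LYPLA2 enzyme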
PAFAH1B3 FP inh – PAFAH1B3 (human) inhibition; Q15102; recombinant PAFAH1B3, FP-rhodamine probe, fluorescence polarization; inhibition, % at 3.39 µM; actives 0.28% (n = 340,000);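 active = inhibition above the screen-wide average of all tested compounds plus 3 SD, cut at about 25% in these data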;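 note: 0% = enzyme with DMSO only and 100% = wells lacking PAFAH1B3 protein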
Target sequence (Q15102 whole entry, looked up): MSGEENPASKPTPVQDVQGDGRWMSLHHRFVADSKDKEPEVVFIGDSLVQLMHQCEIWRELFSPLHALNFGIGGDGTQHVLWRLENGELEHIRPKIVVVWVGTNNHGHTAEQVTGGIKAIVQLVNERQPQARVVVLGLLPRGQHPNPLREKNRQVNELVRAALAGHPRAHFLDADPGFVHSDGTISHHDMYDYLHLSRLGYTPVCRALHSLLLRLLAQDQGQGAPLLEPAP
PME-1 primary – blocks human protein phosphatase methylesterase 1. Q9Y570. recombinant PME-1, FP-Rh probe fluorescence polarization. inhibition, % at 5.9 µM. actives 0.53% (n = 320,000);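 active = inhibition above the campaign mean of all compounds plus 3 SD, cut at about 26% in these data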;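 note: competitive labeling of PME-1 active site by serine hydrolase directed probe; 0% = PME-1 with DMSO and 100% = wells lacking PME-1 enzyme; inhibitors block probe labeling so polarization falls and inhibition rises; many of its hits are not listed in these tables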
Target sequence (Q9Y570 whole entry, looked up): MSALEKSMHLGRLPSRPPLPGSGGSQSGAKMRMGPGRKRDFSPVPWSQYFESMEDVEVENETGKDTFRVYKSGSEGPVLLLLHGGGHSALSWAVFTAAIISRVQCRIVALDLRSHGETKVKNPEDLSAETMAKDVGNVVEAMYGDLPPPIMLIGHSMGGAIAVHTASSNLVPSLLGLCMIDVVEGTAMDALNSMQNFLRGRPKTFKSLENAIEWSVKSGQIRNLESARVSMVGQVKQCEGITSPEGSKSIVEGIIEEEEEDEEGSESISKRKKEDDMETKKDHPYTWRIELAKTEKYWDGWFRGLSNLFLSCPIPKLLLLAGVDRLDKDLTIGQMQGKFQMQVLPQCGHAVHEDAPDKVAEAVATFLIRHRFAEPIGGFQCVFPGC
pPAFAH FP inh – pPAFAH (human) enzyme inhibition; recombinant pPAFAH, FP-rhodamine probe fluorescence polarization; inhibition, % at 3.39 µM; actives 1.5% (n = 330,000);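 active = inhibition above the mean inhibition across the screen plus 3 SD, cut at about 25% in these data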;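 note: inhibitors block binding of the rhodamine activity-based probe so polarization drops; 0% = enzyme with DMSO and 100% = wells lacking pPAFAH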
PAD4 FP inh – inhibitors of human PAD4; actives 0.41% (n = 330,000); Q9UM07; AID 485272; recombinant PAD4, RCA probe fluorescence polarization; inhibition, % at 6.36 µM;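 active = percent inhibition above a cutoff equal to the mean of all tested compounds plus 3 SD, cut at about 15% in these data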;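 note: 0% = PAD4 with RCA probe and DMSO and 100% = probe without PAD4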
PAFAH2 inh – PAFAH2 (human) inhibition. actives 0.99% (n = 340,000). inhibition, % at 3.39 µM. recombinant PAFAH2, FP-rhodamine activity probe, fluorescence polarization;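 active = inhibition above the mean over all tested compounds plus 3 SD, cut at about 30% in these data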;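 note: inhibitors block probe labeling of enzyme so polarization drops; 0% = enzyme with DMSO and 100% = wells lacking PAFAH2 protein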
PAFAH1B2 FP inh – inhibitors of human PAFAH1B2. P68402. recombinant PAFAH1B2, FP-rhodamine activity probe, fluorescence polarization. inhibition, % at 3.39 µM. actives 1.2% (n = 340,000);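 active = inhibition above the mean of all tested compounds plus 3 SD, cut at about 24% in these data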;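 note: 0% = enzyme with DMSO and 100% = wells lacking PAFAH1B2; many of its hits are not listed in these tables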
* marks the source's active call; other numbers are inactive results; · = no result given. The list is partial; rates above refer to the full screens.

entry	smiles	LYPLA1 counter	GSTO1 counter	LYPLA2 inh	PAFAH1B3 FP inh	PME-1 primary	pPAFAH FP inh	PAD4 FP inh	PAFAH2 inh	PAFAH1B2 FP inh
1	CC1CCC(C(C)C)C(=O)/C1=C/c1ccc(N)cc1 (configuration not stated)	-3	5	2	2	2	5	-1	1	8
2	O=C(Cn1cnc2ccccc21)Nc1ccc(F)c(F)c1	2	10	5	-5	2	3	-1	0	0
3	CC(=O)Nc1c(NC(C)(C)C)c2ccccc2oc1=O	2	2	1	5	-1	-2	3	4	1
4	O=C(O)CN1CCN(Cc2ccc(F)cc2Cl)C1=O	0	-1	1	4	3	8	2	-3	0
5	Cc1ccc(S(=O)(=O)NCCCC(=O)O)cc1	-2	3	-5	9	-4	1	0	7	1
6	COC(=O)C1(CCSC)NC(c2ccco2)C2C(=O)N(C)C(=O)C21 (configuration not stated)	2	4	-1	-5	-1	-1	1	3	0
7	Cc1ccc(C(=O)ONC(=O)c2ccc(Cl)cc2)cc1[N+](=O)[O-]	1	3	4	3	-5	1	-2	-4	4
8	CCOC(=O)C1(CCOC)CCN(Cc2ccccc2-c2ccco2)CC1	-4	8	1	-8	-4	-6	-5	-4	1
9	COc1ccc(S(=O)(=O)N(CCCN2CCCC2=O)Cc2cc3c(C)ccc(C)c3[nH]c2=O)cc1	0	-4	1	8	-1	-2	3	-1	12
10	Cc1ccc(OCC(=O)N2CCCC(CCC(=O)N(C)CCc3ccccn3)C2)cc1 (configuration not stated)	1	1	7	-1	8	3	0	4	3
11	CC(C)CNC(=O)CC(=O)NN=C1CCCC1	-1	11	4	-4	-2	3	9	4	4
12	CCOC(=O)C(=O)Nc1cc(Cl)ccc1C	3	3	-11	10	-4	-2	-5	-2	5
13	CC(=C/c1ccccc1)/C=N/NC(=O)c1ccccn1	1	-6	3	·	0	1	-3	·	·
14	CCc1ccc(N=C2NC(=O)CS2)cc1	1	0	-6	5	-2	10	-1	2	7
15	Cn1c(SCC(=O)N2CCOCC2)nc2cccnc21	-3	0	-1	2	-2	2	-2	-3	2
16	O=C(Nc1ccc(C(=O)N2CCN(c3ccccc3)CC2)cc1)C1=CSCCO1	-4	-1	5	10	-1	3	4	7	3
17	O=C(NNC(=S)Nc1ccccc1)c1ccncc1	-3	-1	-5	8	3	8	3	-4	6
18	COC(=O)CCCCCN1C(=O)/C(=C\c2ccncc2)SC1=S	-2	0	-1	2	-2	5	-3	-8	7
19	CCn1c(=O)n(CC)c2cc(N3CCCC3)c(NC(=O)c3cc(Cl)ccc3OC)cc21	0	4	-1	0	-3	4	-4	0	-1
20	COc1ccc(CCN/C=C2/CC(=O)NC2=O)cc1OC	0	4	3	3	1	3	3	-1	1
21	CSC1=NCCN1C(=O)COc1ccccc1	0	3	-5	0	0	-2	1	3	7
22	O=C(Cn1c(SCC(=O)N2CCc3ccccc3C2)nc2ccccc21)NC1CCCC1	-1	-2	0	8	-1	-8	-4	0	3
23	COCC1CCN(Cc2cn(C)nc2-c2cccc(Cl)c2)C1 (configuration not stated)	-1	-1	-5	3	-7	4	0	0	2
24	Cc1ccc(C(=O)Nc2nc3ccc(S(C)(=O)=O)cc3s2)s1	1	-2	16	3	-3	4	-6	-6	-2
25	O=C1NC(=O)C(c2ccc(Cl)cc2)N1 (configuration not stated)	0	6	2	7	-3	11	1	0	4
26	COc1cccc(/C=C/C(=O)OC(C)C(=O)Nc2c(C)n(C)n(-c3ccccc3)c2=O)c1 (configuration not stated)	2	14	4	6	-3	3	-4	-2	-5
27	O=C(CN1CCN(Cc2ccccc2)CC1)N/N=C/c1c[nH]c2ccccc12	5	2	2	11	-2	8	1	12	8
28	O=C(NCc1ccco1)c1ccc(S(=O)(=O)N2CCCCC2)cc1	-1	2	7	2	2	3	2	-8	-2
29	CCCOc1ccc(N2C(=O)CC(N3CCN(c4ccccc4F)CC3)C2=O)cc1 (configuration not stated)	-1	0	6	-6	0	-3	-4	4	-6
30	O=C(Nc1ccc(OCC(=O)N2CCOCC2)cc1)c1ccccc1F	0	3	-3	8	6	3	-4	-2	2
31	CCc1sc(NC(C)=O)nc1-c1ccccc1	-1	4	5	0	5	3	0	4	-3
32	CC(C)N(Cc1cn(C)nc1-c1cccc(Cl)c1)CC1CCC(=O)N1 (configuration not stated)	-1	-3	-5	11	-1	1	1	1	5
33	O=C(NCC1COc2ccccc2O1)c1ccc(Cl)c(S(=O)(=O)N2CCOCC2)c1 (configuration not stated)	-3	·	0	6	-3	3	5	1	0
34	CCOC(=O)c1c(N)sc(C(=O)N2CCOCC2)c1C	1	-3	-1	2	-1	1	-1	6	-2
35	N#Cc1cc(S(=O)(=O)c2ccccc2)c(N)[nH]c1=O	-4	1	-1	1	-2	0	-1	-8	7
36	Cc1ccc(SCC(=O)Nc2ccc3c(c2)C(=O)N(C)C3=O)cc1	-4	-11	-6	1	-5	-1	-1	1	13
37	CN=C(c1ccc(C)cc1)n1c(=S)nc(-c2ccc(C)cc2)n(C)c1=S	1	-1	-6	6	2	5	-5	6	5
38	CCOc1ccc(OCC(=O)Nc2cc3c(cc2C(=O)O)OCCCO3)cc1	1	-11	4	11	-23	3	6	-17	0
39	Cn1c(-c2ccsc2)c(-c2cccs2)c2cc(-c3ccc4cc[nH]c4c3)ccc21	3	·	7	6	6	4	-2	-3	6
40	COc1cc(C2C(C#N)=C(N)N(c3sc4c(c3C#N)CCCC4)C3=C2C(=O)CC(C)(C)C3)cc(OC)c1OC (configuration not stated)	0	4	0	-3	4	5	-5	-1	-2
41	COc1ccc(OCC2CCNCC2)cc1	1	5	1	21	-5	-2	-3	3	9
42	CCOc1ccc(S(=O)(=O)Nc2cccc(C(=O)NCCCN3CCCC3=O)c2)cc1	-1	·	2	7	3	8	-5	8	8
43	COc1cc(/C=C/C(=O)N(C)CC(=O)Nc2ccccc2Br)cc2c1OCCO2	2	·	-4	2	-3	4	-6	2	0
44	Cc1nc2c(C(=O)N3CCOCC3)cnn2c(C)c1Cc1ccc(Cl)cc1	4	4	-1	3	2	2	-1	-15	5
45	COc1ccc2c(c1OC)C(=O)OC2n1c(O)c(N=NC(C)=O)c2ccccc21 (configuration not stated)	2	2	5	7	-3	7	-1	4	4
46	CCc1ccc(OCC(=O)NCCc2ccc3c(c2)OCCO3)cc1	-1	·	4	9	-3	2	-2	0	21
47	COc1ccc(NC(=O)CC2C(=O)N(Cc3ccccc3)C(=S)N2CCN2CCOCC2)cc1 (configuration not stated)	1	2	9	-5	4	-2	-1	2	-7
48	CCS(=O)(=O)N1CCCC(C(=O)NC2CCCCC2)C1 (configuration not stated)	-1	-1	0	3	-3	4	2	4	2
49	CN(C)c1ccc(/C=N/NC(=O)c2nnn(-c3nonc3N)c2CN2CCCCCC2)cc1	-2	-1	4	6	5	5	-2	7	4
50	CCNC(=S)N/N=C1\CCCCc2ccccc21	0	7	8	5	-4	3	1	0	5

Additional entries.
entry	smiles	LYPLA1 counter	GSTO1 counter	LYPLA2 inh	PAFAH1B3 FP inh	PME-1 primary	pPAFAH FP inh	PAD4 FP inh	PAFAH2 inh	PAFAH1B2 FP inh
51	Cc1nc(N2CCC3(CC2)OCCO3)c2nnn(Cc3ccccc3F)c2n1	-5	-4	-6	-8	1	4	0	2	0
52	CC(OC(=O)C1CCN(S(=O)(=O)c2ccccc2C(F)(F)F)CC1)C(=O)N(C)Cc1ccccc1 (configuration not stated)	3	4	5	5	-4	4	2	6	7
53	Cc1ccc(-c2cc(C(=O)Nc3cc(C)ccc3O)no2)cc1	0	2	3	-8	-1	3	-1	-10	-2
54	O=C(Oc1ccc2c(c1)OCC2=O)c1ccccc1	-2	0	7	-4	0	9	2	0	-5
55	CCCOc1ccc(C(=O)N2CCCC2C(=O)O)cc1 (configuration not stated)	-2	3	4	5	5	-4	-4	-2	12
56	Cc1ccc(S(=O)(=O)N(C)C)cc1NC(=O)COC(=O)c1sc2cc(Cl)ccc2c1Cl	-4	-22	-9	-12	-7	32*	2	-19	-5
57	COc1ccc(CNC(=O)c2cnn3c(C(F)F)cc(C)nc23)cc1OC	0	0	-2	-9	-4	4	1	5	-2
58	CC(=O)N1c2ccc(S(=O)(=O)NCCC(=O)NC3CCCCCC3)cc2CC1C (configuration not stated)	2	4	4	7	-1	3	0	-3	0
59	Cc1sccc1C1C(C#N)=C(N)SC(N)=C1C#N	-9	-27	-7	·	-2	12	-4	·	·
60	CC(=O)Cc1cc(O)c2ccccc2c1OC(=O)c1ccc(Br)cc1	-3	29	-6	3	28*	4	-12	7	3
61	Cc1ccc(C(=O)CSc2nnc(CNc3ccc(C)cc3C)n2Cc2ccco2)cc1	2	11	0	6	6	8	2	2	2
62	COC(=O)CCCC1=CC2=CC(=O)C(C)(OC(=O)c3cccs3)C(=O)C2=CN1Cc1ccc2c(c1)OCO2 (configuration not stated)	-1	26	1	0	10	16	0	8	6

Reformatted: 13 of the compounds above
Below each compound: LYPLA1 counter, GSTO1 counter, LYPLA2 inh, PAFAH1B3 FP inh, PME-1 primary, pPAFAH FP inh, PAD4 FP inh, PAFAH2 inh, PAFAH1B2 FP inh
1: CC1CCC(C(C)C)C(=O)/C1=C/c1ccc(N)cc1 (configuration not stated)
    -3, 5, 2, 2, 2, 5, -1, 1, 8
2: O=C(Cn1cnc2ccccc21)Nc1ccc(F)c(F)c1
    2, 10, 5, -5, 2, 3, -1, 0, 0
3: CC(=O)Nc1c(NC(C)(C)C)c2ccccc2oc1=O
    2, 2, 1, 5, -1, -2, 3, 4, 1
4: O=C(O)CN1CCN(Cc2ccc(F)cc2Cl)C1=O
    0, -1, 1, 4, 3, 8, 2, -3, 0
5: Cc1ccc(S(=O)(=O)NCCCC(=O)O)cc1
    -2, 3, -5, 9, -4, 1, 0, 7, 1
6: COC(=O)C1(CCSC)NC(c2ccco2)C2C(=O)N(C)C(=O)C21 (configuration not stated)
    2, 4, -1, -5, -1, -1, 1, 3, 0
7: Cc1ccc(C(=O)ONC(=O)c2ccc(Cl)cc2)cc1[N+](=O)[O-]
    1, 3, 4, 3, -5, 1, -2, -4, 4
8: CCOC(=O)C1(CCOC)CCN(Cc2ccccc2-c2ccco2)CC1
    -4, 8, 1, -8, -4, -6, -5, -4, 1
9: COc1ccc(S(=O)(=O)N(CCCN2CCCC2=O)Cc2cc3c(C)ccc(C)c3[nH]c2=O)cc1
    0, -4, 1, 8, -1, -2, 3, -1, 12
10: Cc1ccc(OCC(=O)N2CCCC(CCC(=O)N(C)CCc3ccccn3)C2)cc1 (configuration not stated)
    1, 1, 7, -1, 8, 3, 0, 4, 3
11: CC(C)CNC(=O)CC(=O)NN=C1CCCC1
    -1, 11, 4, -4, -2, 3, 9, 4, 4
12: CCOC(=O)C(=O)Nc1cc(Cl)ccc1C
    3, 3, -11, 10, -4, -2, -5, -2, 5
13: CC(=C/c1ccccc1)/C=N/NC(=O)c1ccccn1
    1, -6, 3, ·, 0, 1, -3, ·, ·

Compound activity as filed in PubChem BioAssay.
